Screens: PubChem BioAssay, National Center for Advancing Translational Sciences (NCATS)
DRD3 agonist = qHTS of D3 Dopamine Receptor Agonist: qHTS | D(3) dopamine receptor (Homo sapiens), P35462 | hit rate 0.58% among 410,000 | max activation, % | D3R DiscoveRx beta-arrestin cells, luminescence, 90 min | AID 652048, 2013; in the data active = max activation above about 30%; also: 0% is about no effect; mostly tested at two doses, the higher about 12 µM
Target sequence (P35462 whole entry, looked up): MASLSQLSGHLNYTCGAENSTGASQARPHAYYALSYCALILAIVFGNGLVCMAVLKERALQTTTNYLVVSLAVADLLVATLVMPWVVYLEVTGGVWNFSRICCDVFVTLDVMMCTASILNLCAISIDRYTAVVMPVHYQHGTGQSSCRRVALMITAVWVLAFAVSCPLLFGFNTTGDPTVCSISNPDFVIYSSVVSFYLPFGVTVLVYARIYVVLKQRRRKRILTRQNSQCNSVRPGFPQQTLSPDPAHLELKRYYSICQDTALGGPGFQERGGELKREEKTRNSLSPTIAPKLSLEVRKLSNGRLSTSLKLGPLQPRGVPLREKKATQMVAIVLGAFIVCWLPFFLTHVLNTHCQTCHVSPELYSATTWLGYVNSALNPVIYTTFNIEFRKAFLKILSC
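Agonist-mode cell screen: cells plated at 1500/well and incubated overnight at 37 °C, then exposed to library compounds for 90 min at 37 °C. Detection reagent was added for 30–60 min at room temperature, and luminescence was read.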
GLP-1R agonist = qHTS of GLP-1 Receptor Agonists | HEK293 GLP-1R CRE-luciferase, luminescence, 4-6 h; cells express a hypersensitive GLP-1R form | AID 624172, 2012 | Potency, µM (titrated, usually from 45.6 µM), without a hit: top-dose activation, most hits filed as activators | hit rate 0.007% among 380,000 | Glucagon-like peptide 1 receptor (Homo sapiens), P43220; also: potency is read from the fitted curve at half-maximal effect; % of control where 0% means no effect
Target sequence (P43220 whole entry, looked up): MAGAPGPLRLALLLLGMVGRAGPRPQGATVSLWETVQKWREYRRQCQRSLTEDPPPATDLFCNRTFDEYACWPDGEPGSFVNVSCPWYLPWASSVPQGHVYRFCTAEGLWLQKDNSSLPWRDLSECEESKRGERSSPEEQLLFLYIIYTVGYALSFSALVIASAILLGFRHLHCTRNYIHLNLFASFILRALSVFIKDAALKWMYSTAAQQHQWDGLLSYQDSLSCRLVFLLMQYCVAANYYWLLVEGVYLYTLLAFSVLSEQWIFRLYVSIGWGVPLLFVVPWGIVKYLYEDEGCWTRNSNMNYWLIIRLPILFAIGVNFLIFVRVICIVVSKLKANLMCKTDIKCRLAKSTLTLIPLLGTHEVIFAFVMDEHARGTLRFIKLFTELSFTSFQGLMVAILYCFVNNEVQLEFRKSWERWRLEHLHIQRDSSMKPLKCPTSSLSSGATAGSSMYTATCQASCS
KB-3-1 cytotox = qHTS assay for MDR1-selective chemotherapeutics: Primary screen using the parental adenocarcinoma cell KB-3-1; KB-3-1 viability, CellTiter-Glo ATP luminescence, 72 h; Potency, µM (doses to about 46.1 µM), for inactives: at the top dose activity change, negative = cytotoxic, most hits filed as cytotoxic; hit rate 1.4% among 400,000; also: potency is read from the fitted curve at half-maximal effect; % is scaled to controls: 0 for no effect and ±100 for the full control effect; nearly all actives have a fitted effect of over 60% in size
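Multi-concentration cytotoxicity screen in KB-3-1 cells grown in DMEM lacking phenol red with 10% FBS. After 72 h at 37 °C with compound, ATP-dependent luminescence was recorded.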
SW480 rerep = A quantitative high throughput screen for small molecules that induce DNA re-replication in SW480 colon adenocarcinoma cells; SW480 DNA re-replication, Hoechst DNA content imaging, 48 h; Potency, µM (titrated, usually from 46.1 µM), for inactives: at the highest dose re-replication activation, actives largely listed as activators; hit rate 1.8% among 340,000; also: potency is read from the fitted curve at half-maximal effect; % of control where 0% means no effect; nearly all actives have a fitted effect of over 55% in size
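Treated cells incubate 48 hr (37 C, 5% CO2), are stained 40 min with Hoechst, and nuclear fluorescence is enumerated; a rise in nuclei with high DNA signal marks re-replication.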
HT1080NT lethal = qHTS for induction of synthetic lethality in tumor cells producing 2HG: qHTS for the HT-1080-NT fibrosarcoma cell line | HT-1080-NT fibrosarcoma viability, CellTiter-Glo ATP luminescence, 48 h | Potency, µM (doses to about 46.1 µM), without a hit: at the highest dose activity, negative = less viability, most hits filed as cytotoxic | hit rate 1.6% among 360,000 | AID 686970, 2013;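 also: NT is the 2HG producing partner of a matched IDH1 knockdown line; potency is read from the fitted curve at half-maximal effect; 0% = DMSO-treated cells and -100% = media-only wells without cells; nearly all actives have a fitted effect of over 55% in size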
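Viability by CellTiter-Glo luminescence after 48 h compound exposure at 37C of HT-1080-NT cells (750/well, RPMI, 5% FBS). % activity scaled between DMSO wells and medium-only wells, then curve-fitted and categorized by curve class.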
KB-V1 MDR tox = qHTS assay for MDR1-selective chemotherapeutics: Primary screen using the drug-selected MDR subline cells KB-V1. KB-V1 MDR cells viability, CellTiter-Glo, 72 h. AID 1347076, 2019. Potency, µM (series often up to 46.1 µM), without a hit: at the top dose activity change, negative = cytotoxicity, actives largely listed as cytotoxic. hit rate 3.4% among 400,000; also: potency is read from the fitted curve at half-maximal effect; % is scaled to controls: 0 for no effect and ±100 for the full control effect; nearly all actives have a fitted effect of over 60% in size
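KB-V1, DMEM (no phenol red) + 10% FBS; cpd pin-transferred, titration series; 72 h, 37 degrees C; CellTiter-Glo, luminescence. Data normalized, curve-fit.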
HT1080 IDH1KD tx = qHTS for induction of synthetic lethality in tumor cells producing 2HG: qHTS for the HT-1080-IDH1KD cell line. HT-1080 IDH1 knockdown viability, ATP luminescence, 48 h. Potency, µM (doses to about 46.1 µM), for the others: top-dose activity, negative = toxicity, usual class: cytotoxic. hit rate 2% among 360,000. AID 686971, 2013;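 also: potency is read from the fitted curve at half-maximal effect; 0% = DMSO wells and -100% = cell-free medium wells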
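IDH1KD HT-1080 cells, 750/well, RPMI + 5% FBS; compound pinned after 2 h settling; 48 h, 37 °C; CellTiter-Glo luminescence; % activity normalised to DMSO and no-cell wells; curves fitted, classed by r2 and efficacy.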
IL1B secr inh = qHTS for Inhibitors of Inflammasome Signaling: IL-1-beta AlphaLISA Primary Screen; activity change, % at 57.5 µM; THP-1 LPS/ATP IL-1B secretion, AlphaLISA, 16 h; hits give low values; hit rate 4.7% among 360,000; AID 743279, 2014; in the data active = activity change below about -50%; inconclusive = mostly about -30% to -49%; also: % is scaled to controls: 0 for no effect and ±100 for the full control effect
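Secreted IL-1B measured by AlphaLISA bead assay after 16 h compound exposure of THP-1 cells; compounds (final up to 57.5 uM) added 1 h before LPS (250 ng/mL) and ATP (1.25 mM) stimulation; lower signal means less secretion.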
DRD3 antagonist = qHTS of D3 Dopamine Receptor Antagonist: qHTS. hit rate 2.5% among 360,000. D3R cells, DiscoveRx beta-arrestin luminescence, antagonist mode; hits give low values. max response, negative = inhibition, %. D(3) dopamine receptor (Homo sapiens), P35462; in the data active = max response below about -50%; inconclusive = no clear call, values can overlap the other calls; also: % is scaled to controls: 0 for no effect and ±100 for the full control effect; mostly tested at two doses, the higher about 12 µM
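Cells expressing the human receptor were seeded at 1500 cells/well, incubated overnight at 37 degrees C in 5% CO2, then exposed to library compounds with dopamine controls for 90 minutes at 37 degrees C before luminescent detection.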
Numbers without * were called inactive; ? = inconclusive; nt = no result given; & = joins results of further samples; [ ] = dose if it differs, or a comment. Unless noted, calls follow the shape of the dose curve; as a rule, active = well fitted curve in the direction sought with a large enough effect; inconclusive = small, poorly fitted or top-dose-only effect, or another doubt; inactive = no such curve, though single readings can be large; an effect the other way counts as inactive or inconclusive.

Values in the order: DRD3 agonist	GLP-1R agonist	KB-3-1 cytotox	SW480 rerep	HT1080NT lethal	KB-V1 MDR tox	HT1080 IDH1KD tx	IL1B secr inh	DRD3 antagonist
#1 O=C(Nc1nnc(CCc2ccccc2)s1)c1ccccc1
  -9	3%	-5%	-20%	-1%	-26%	-2%	0	1
#2 COc1cccc(/C(C)=N/NS(=O)(=O)c2ccc(Cl)cc2)c1
  1	6%	2%	-16%	2%	28%	-1%	26	0
#3 CCN(CC(=O)N1CCN(C)CC1)S(=O)(=O)c1ccc(Cl)cc1
  -13	2%	-2%	3%	16%	?	10%	-5	6
#4 O=C(C1CCCN1S(=O)(=O)c1cccc2cccnc12)N1CCN(c2ccccc2)CC1 (stereo not given)
  1	1%	-10%	-12%	0%	0%	2%	0	22
#5 O=C1c2cc(S(=O)(=O)NCCCO)ccc2-c2ccc(S(=O)(=O)NCCCO)cc21
  2	-6%	0%	-1%	-3%	19%	3%	3	-51*
#6 O=C(NCCO)c1cc2c([nH]c3ccccc32)c(-c2ccc(F)cc2)n1
  1	30%	-17%	-75%[inhibitor]	-17%	-18%	-12%	-93*	3
#7 COc1ccccc1NC(=O)COC(=O)c1ccc([N+](=O)[O-])s1
  -7	0%	14%	1%	-12%	3%	1%	0	?
#8 CCOC(=O)CSc1nc(C)[nH]c1[N+](=O)[O-]
  -6	-3%	-6%	0%	-1%	-6%	2%	0	?
#9 COc1cc(-c2cnc3c(NC=O)cc(-c4ccccc4)cn23)cc(OC)c1OC
  -8	?	?	nt	?	-12%	?	139	-12
#10 CN(CC(=O)Nc1cccc2c1CCCC2)S(=O)(=O)c1ccc(Cl)cc1
  -9	0%	-4%	2%	7%	-1%	-1%	2	32
#11 CCOC(=O)Nc1ccc2c(c1)N(C(=O)CN(CC)CC)c1ccccc1CC2
  -9	6%	-3%	?	-11%	-4%	-8%	-17	-8
#12 Cc1nn2c(=O)c(NC(=O)c3ccc(Cl)cc3)cnc2s1
  -15	-1%	-10%	4%	0%	-4%	3%	2	28
#13 COc1ccc(CNC(=O)COC(=O)CC2CC3CCC2C3)cc1OC (stereo not given)
  -2	7%	28%	2%	-2%	7%	-1%	7	3
#14 CC(NC(=O)C(C(=O)c1cccc([N+](=O)[O-])c1)n1cc(Cl)ccc1=O)c1ccccc1 (stereo not given)
  -1	-8%	11%	-7%	8%	4%	6%	20	-12
#15 Cc1nc(-c2ccc(C)c(N3CCN(C(=O)Nc4ccccc4C(F)(F)F)CC3)c2)no1
  -1	-4%	15%	nt	nt	-17%	nt	nt	nt
#16 CCN(C(=O)Nc1ccccc1OC)c1c(N)n(Cc2ccccc2)c(=O)[nH]c1=O
  -8	21%	-1%	-8%	1%	?	-3%	28	-21
#17 C=CCON/C(CCC)=C1\C(=O)CC(C)(C)CC1=NC
  -11	1%	8%	-7%	9%	3%	1%	16	4
#18 O=C(c1ccco1)N1CCN(C(=S)NCc2ccc(F)cc2)CC1
  5	-15%	0%	2%	6%	-27%	3%	11	1
#19 CCOc1ccc(CNC(=O)CN2C(=O)CSc3ccc(S(=O)(=O)N4CCOCC4)cc32)cc1OC
  3&3	10%	11%	-15%	14%	25%	10%	-25	-5
#20 COc1ccc(-c2cc(-c3ccccc3)nc3c2COc2ccc(Cl)cc2-3)cc1
  4	0%	12%	nt	nt	?	nt	nt	nt
#21 COc1ccc(-c2sc3ccccc3c2-c2ccc(OCCN3CCOCC3)cc2)cc1
  1	-4%	?	0%[9.22 µM]	12%	-3%	8%	?	27
#22 Nc1c(-c2ccccc2)cnc2ncnn12
  7	-14%	3%	-9%	0%	-2%	12%	-20	9
#23 Cc1cc(F)ccc1NC(=O)C1CCCO1 (stereo not given)
  -6	-5%	5%	0%	14%	8%	-5%	1	-7
#24 CCCNC(=O)c1cnc(-c2ccccc2)nc1-c1ccccc1
  4	8%	11%	4%	4%	-7%	9%	-13	27
#25 CCN1CCN(c2ccc(N3CCN(C(=O)c4ccc(Br)o4)CC3)nn2)CC1
  2	-7%	11%	-25%	-2%	10%	11%	12	7
#26 CCN(CCNC(=O)C1CCCN(c2ncnc3c2nc2n3CCCCC2)C1)Cc1ccccc1 (stereo not given)
  -4	16%	-6%	-7%	-3%	8%	-7%	-1	-7
#27 N#Cc1cc(NC2CCCC2)c([N+](=O)[O-])cc1C#N
  2	6%	0%	1%	3%	?	3%	-17	16
#28 OC(CNCc1ccc2c(c1)OCO2)COc1ccccc1 (stereo not given)
  -9	12%	2%	-10%	-17%	-5%	-17%	2	-23
#29 CCCN(Cc1nnc(-c2ccccc2Cl)o1)C(=O)c1cc(S(=O)(=O)N2CCOCC2)ccc1F
  -3	1%	7%	11%	2%	?	-3%	-26	19
#30 O=C(COC(=O)c1c2c(nc3ccccc13)CCCC2)Nc1ccc2c(c1)OCO2
  5	-54%[inhibitor]	?	1%	?	?	?	-1	19

(cont.)
Values in the order: DRD3 agonist	GLP-1R agonist	KB-3-1 cytotox	SW480 rerep	HT1080NT lethal	KB-V1 MDR tox	HT1080 IDH1KD tx	IL1B secr inh	DRD3 antagonist
#31 Cc1cccc(CCn2c(=O)c3ccccc3n(CC(=O)Nc3ccccc3F)c2=O)c1
  -3	0%	3%	nt	nt	14%	nt	nt	nt
#32 Cn1cc(C(=O)c2ccccc2)cc1-c1nc2ccccc2n1C
  1	1%	1%	1%	-6%	?	-12%	-20	24
#33 CCOC(=O)C1=CN(Cc2cccc(F)c2)S(=O)(=O)N(CC)C1c1ccc(Br)cc1F (stereo not given)
  -39	13%	?	?	1%	?	-9%	0	?
#34 Cc1cccc(C(=O)OCC(=O)NC(=O)c2ccccc2)c1O
  0	-12%	-3%	-1%	9%	0%	16%	2	10
#35 COc1ccc(C(C(=O)NC2CCCC2)N(Cc2cccs2)C(=O)c2ccn[nH]2)cc1OC (stereo not given)
  5	-2%	13%	-2%	11%	0%	9%	20	22
#36 CC12CN3CC(C)(CN(C1)C3c1ccccc1)C2O (stereo not given)
  1	-4%	0%	-9%	8%	?	12%	24	9
#37 COc1ccc(S(=O)(=O)Nc2cc(Cl)ccc2OC)cc1
  -2	-2%	3.7µM*	2.9µM*	6.5µM*	5.8µM*	?	36	-2
#38 COc1ccc2nc(/N=C(\N)NC(=O)N3c4ccccc4Sc4ccccc43)nc(C)c2c1
  -1	2%	-1%	11%	7%	?	-12%	4	-12
#39 COC(=O)c1ccc(NC(=O)c2cn(-c3cccc(C)n3)cn2)cc1
  -1	-13%	19%	1%	?	30%	28%	-5	11
#40 Cc1oc2ccc(OCc3ccccc3F)cc2c1C(=O)O
  -10	13%	-1%	4%	-3%	-10%	1%	-4	-6
#41 COc1ccccc1NS(=O)(=O)c1ccc(C(=O)OCC(=O)NCc2ccco2)cc1
  -3	-4%	-8%	0%	19%	?	17%	35	-2
#42 COC(C(=O)Nc1ccnn1C1CCN(C(=O)c2ccc(C)cc2)CC1)c1ccccc1 (stereo not given)
  -10	7%	-4%	-12%	17%	-5%	20%	12	-4
#43 CNc1c2cccc(C)c2nc2c(C(=O)NCCN(C)C)cccc12
  -11	-2%	0.29µM*	?	?	?	7.3µM*	-117*	15
#44 Cc1ccc(NC(=O)c2cc(=O)[nH]c3ccc(S(=O)(=O)N4CCOCC4)cc23)nc1
  4	2%	22%	10%	6%	16%	6%	6	9
#45 COc1cc(C(=O)NCCOc2ccccc2C)cc(OC)c1OC
  2	1%	4%	-14%	-5%	0%	-6%	26	1
#46 O=C1[C@H]2[C@@H](c3ccc(C(F)(F)F)cc3)N[C@]3(CCCN(CC4CCCCC4)C3=O)[C@H]2C(=O)N1Cc1ccccc1
  -13	-6%	?	nt	?	-22%	?	-29	?
#47 CCCn1cnc2cc(NCc3cccc(OC)c3O)ccc21
  -1	6%	4%	-7%	4%	0%	17%	-9	8
#48 O=C(COC(=O)CNC(=O)c1ccccc1Cl)Nc1cc(C(F)(F)F)ccc1Cl
  nt	-4%	3%	4%	nt	-28%	nt	nt	nt

Two of the compounds above, field by field:
44	Cc1ccc(NC(=O)c2cc(=O)[nH]c3ccc(S(=O)(=O)N4CCOCC4)cc23)nc1
  DRD3 agonist: 4; GLP-1R agonist: 2%; KB-3-1 cytotox: 22%; SW480 rerep: 10%; HT1080NT lethal: 6%; KB-V1 MDR tox: 16%; HT1080 IDH1KD tx: 6%; IL1B secr inh: 6; DRD3 antagonist: 9
45	COc1cc(C(=O)NCCOc2ccccc2C)cc(OC)c1OC
  DRD3 agonist: 2; GLP-1R agonist: 1%; KB-3-1 cytotox: 4%; SW480 rerep: -14%; HT1080NT lethal: -5%; KB-V1 MDR tox: 0%; HT1080 IDH1KD tx: -6%; IL1B secr inh: 26; DRD3 antagonist: 1

An excerpt of these results, screen by screen:
[38] COc1ccc2nc(/N=C(\N)NC(=O)N3c4ccccc4Sc4ccccc43)nc(C)c2c1
[39] COC(=O)c1ccc(NC(=O)c2cn(-c3cccc(C)n3)cn2)cc1

assay / entry | 38 | 39
DRD3 agonist | -1 | -1
GLP-1R agonist | 2% | -13%
KB-3-1 cytotox | -1% | 19%
SW480 rerep | 11% | 1%
HT1080NT lethal | 7% | ?
KB-V1 MDR tox | ? | 30%
HT1080 IDH1KD tx | -12% | 28%
IL1B secr inh | 4 | -5
DRD3 antagonist | -12 | 11
